# Bioassay records from PubChem BioAssay.
# Nrf2 ARE act – activates Nrf2 signaling; AID 624171; 410,000 tested, 0.31% active; Potency, µM (highest dose often 46.1 µM), inactives show top-dose activation, hits mostly activators; AREc32 ARE-luciferase reporter (MCF7-derived line), luminescence, 24 h; also: potency is read from the fitted curve at half-maximal effect; % of control where 0% means no effect; nearly all actives have a fitted effect of over 65% in size
#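 AREc32 cells carrying an ARE-driven firefly luciferase, 1000 cells/well in OPTI-MEM with 5% FBS, dosed after overnight attachment and incubated 24 hr at 37 deg C. Steady-Glo luminescence read after 30 min at RT.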
# MmCpn inh – inhibitors of Methanococcus maripaludis chaperonin (MmCpn); purified Mm-Cpn ATPase, ADP Transcreener TR-FRET; Potency, µM (top dose mostly 76.9 µM), for the others: at the top dose activity, negative = inhibition, usual class: inhibitors; 330,000 tested, 0.031% active; also: potency is read from the fitted curve at half-maximal effect; % is scaled to controls: 0 for no effect and ±100 for the full control effect; nearly all actives have a fitted effect of over 80% in size
#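 25 nM Mm-CPN + cpd, 10 min 37°C; + 10 uM ATP, 30 min 37°C; buffer 30 mM Tris pH 7.4, 100 mM KCl, 5 mM MgCl2, 1 mM DTT; Transcreener ADP HTRF detection 30 min RT.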
# TGFb SMAD3 inh – inhibitors of TGF-b signaling | HepG2 CAGA-GFP TGF-b/SMAD3 reporter, GFP fluorescence, 18 h; TGF-beta stimulated, 500 pg/mL final | AID 588855 | Potency, µM (titrated, usually from 46.1 µM), for inactives: at the top dose activity, negative = inhibition, usual class: inhibitors | 410,000 tested, 1.2% active; also: potency is read from the fitted curve at half-maximal effect; % is scaled to controls: 0 for no effect and ±100 for the full control effect; nearly all actives have a fitted effect of over 65% in size
#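 TGF-beta reporter screen: HEPG2 CAGA-GFP, 1% FBS, 500 pg/mL TGF-beta final, 18 h; per-cell GFP summed per well; curves fitted and categorized by class.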
# A549 viability – kills or reduces viability of A549 cells in Nrf2 counter-screen. A549 ARE-Fluc cells, CellTiter-Fluor viability, 18-24 h. 390,000 tested, 0.16% active. Potency, µM (titrated, usually from 46 µM), without a hit: at the highest dose activity change, negative = cytotoxicity, most hits filed as inhibitors; also: potency is read from the fitted curve at half-maximal effect; % is scaled to controls: 0 for no effect and ±100 for the full control effect
#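 A549 ARE-Fluc cells in 5% FBS OPTI-MEM, 5000 cells/well, rested 2 h then exposed to compounds in concentration-response for 18-24 h at 37 °C. Viability by CellTiter-Fluor fluorescence (Ex 405/Em 525) after 30 min; luciferase luminescence (BugLite, 15 min, RT) read afterwards.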
# EPAC2 antagonist – blocks human EPAC2 exchange factor; 360,000 tested, 0.18% active; Q8WZA2; EPAC2 GEF exchange of Rap1B-BODIPY-GDP, fluorescence; Potency, µM (doses to about 114 µM), for inactives: top-dose activity, negative = inhibition, hits mostly inhibitors; also: potency is read from the fitted curve at half-maximal effect; % is scaled to controls: 0 for no effect and ±100 for the full control effect; nearly all actives have a fitted effect of over 45% in size; many of its hits are not listed in these tables
# Target sequence (Q8WZA2 whole entry, looked up): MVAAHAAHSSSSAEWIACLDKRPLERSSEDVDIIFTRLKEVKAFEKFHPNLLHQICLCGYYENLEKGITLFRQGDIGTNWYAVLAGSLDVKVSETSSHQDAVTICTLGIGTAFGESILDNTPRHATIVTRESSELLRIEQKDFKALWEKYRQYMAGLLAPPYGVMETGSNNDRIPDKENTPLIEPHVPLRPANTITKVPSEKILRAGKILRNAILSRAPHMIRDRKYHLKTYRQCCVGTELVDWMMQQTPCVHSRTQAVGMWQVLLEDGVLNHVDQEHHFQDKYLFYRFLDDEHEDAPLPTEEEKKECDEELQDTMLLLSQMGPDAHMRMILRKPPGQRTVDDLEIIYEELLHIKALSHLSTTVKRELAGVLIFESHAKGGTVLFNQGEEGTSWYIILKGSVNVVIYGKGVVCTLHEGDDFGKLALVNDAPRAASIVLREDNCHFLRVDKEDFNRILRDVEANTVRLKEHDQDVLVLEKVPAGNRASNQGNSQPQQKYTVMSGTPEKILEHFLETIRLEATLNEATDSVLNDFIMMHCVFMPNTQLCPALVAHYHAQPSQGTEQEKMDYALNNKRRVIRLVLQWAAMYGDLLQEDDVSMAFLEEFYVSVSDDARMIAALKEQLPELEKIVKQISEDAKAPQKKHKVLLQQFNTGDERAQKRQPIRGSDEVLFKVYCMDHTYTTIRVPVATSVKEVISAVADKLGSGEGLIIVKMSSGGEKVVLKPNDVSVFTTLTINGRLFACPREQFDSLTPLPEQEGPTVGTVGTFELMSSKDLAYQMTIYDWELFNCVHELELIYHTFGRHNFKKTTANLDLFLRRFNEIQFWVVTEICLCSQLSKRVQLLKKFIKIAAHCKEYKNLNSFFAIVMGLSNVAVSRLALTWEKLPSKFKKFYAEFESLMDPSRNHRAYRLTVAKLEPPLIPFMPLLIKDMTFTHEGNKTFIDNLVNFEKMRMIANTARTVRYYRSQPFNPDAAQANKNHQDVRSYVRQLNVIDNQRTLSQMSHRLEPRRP
# Nrf2 inh – inhibitors of Nrf2 signaling | A549 ARE-Fluc reporter, luciferase luminescence, 18-24 h | Potency, µM (titrated, usually from 46 µM), inactives show top-dose activity change, negative = inhibition, hits mostly inhibitors | 360,000 tested, 2.1% active; also: potency is read from the fitted curve at half-maximal effect; % is scaled to controls: 0 for no effect and ±100 for the full control effect; nearly all actives have a fitted effect of over 60% in size
#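 A549 ARE_Fluc cells, 5000/well, 5% FBS OPTI-MEM; compounds in dose-response, 18-24 h at 37 °C/5% CO2; CellTiter-Fluor viability read (Ex 405/Em 525), then BugLite luciferase luminescence = Nrf2 activity.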
# CCT chaperon mod – changes cytosolic chaperonin activity; 360,000 tested, 0.3% active; activity change, % (concentration not given with the values), hits read low; purified chaperonin ATPase assay, HTRF ADP detection, 30 min; AID 651819; in the data active = activity change below about -30%; also: % is scaled to controls: 0 for no effect and ±100 for the full control effect
#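 We incubate TRiC, 40 or 20 nM final, with library compounds at 76 uM and 10 uM ATP for 30 min at 37 °C. ADP formed is detected with Transcreener HTRF reagents after 30 min at room temperature.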
# Akt phos inh – Akt phosphorylation inhibition. Neuro2A IGF-stimulated pAkt S473 HTRF, 20 min; hits give low values. activity change, % for hits at 50 µM. 360,000 tested, 0.32% active. AID 651550; in the data active = activity change below about -80%; inconclusive = mostly about -51% to -80%; also: % is scaled to controls: 0 for no effect and ±100 for the full control effect
#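 Neuro2A cells in DMEM with 0.5% FBS, overnight at 37 deg C, given compound at single 50 µM final, then IGF (6 nM final) for 20 min at 37 deg C. Lysed; phospho-Akt Ser473 by HTRF after 24 h, 665/615 ratio.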
# EPAC2 ag – activates human EPAC2 exchange factor; AID 720711; 360,000 tested, 0.079% active; Q8WZA2; Potency, µM (doses to about 154 µM), inactives show at the top dose activation, actives largely listed as activators; EPAC2 activation, biochemical qHTS; response scale: 100% = 6.5 mM cAMP response; also: potency is read from the fitted curve at half-maximal effect; nearly all actives have a fitted effect of over 50% in size
#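 EPAC2 (100 nM) mixed with Rap1B loaded with BODIPY-GDP (250 nM) plus 50 uM unlabeled GDP; compounds pinned in, 5 min RT, then read every 5 min for 30 min (ex 480, em 540 nm). Normalized to cAMP control.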
# * = called active by the depositor; i = inactive; ? = inconclusive; · = no result given. Unless noted, calls follow the shape of the dose curve; as a rule, active = well fitted curve in the direction sought with a large enough effect; inconclusive = small, poorly fitted or top-dose-only effect, or another doubt; inactive = no such curve, though single readings can be large; an effect the other way counts as inactive or inconclusive.
smiles	Nrf2 inh	CCT chaperon mod	MmCpn inh	TGFb SMAD3 inh	EPAC2 antagonist	Akt phos inh	Nrf2 ARE act	EPAC2 ag	A549 viability
COc1ccccc1CNC(=O)CN1C(=O)N(C)C2(CCCCC2)C1=O	5%	2.5	1%	2%	2%	i	-1.0%	2%	-5%
CC(=O)c1c(C)[nH]c(C(=O)NCCc2cccc(C)c2)c1C	3%	1.0	1%	?	6%	i	4.1%	-1%	-3%
COc1ccc(C2C3=C(CCCC3=O)N(CC(=O)O)C3=C2C(=O)CCC3)cc1Cl	-14%	0.0	-1%	-25%	5%	i	-0.4%	7%	17%
Cc1cc(C)n(CC(=O)NNC(=O)c2cncc(Br)c2)n1	29%	-5.3	0%	12%	9%	i	0.1%	-1%	-2%
COCCN(C(=O)CSc1nc2ccccc2c(=O)n1C(C)COC)c1c(N)n(Cc2ccccc2)c(=O)[nH]c1=O (stereo not drawn)	-5%	-0.1	-2%	-20%	1%	i	-0.7%	-1%	-5%
CCCn1c(=O)c(C(=O)Nc2ncccc2C)c(O)c2ccccc21	?	0.6	1%	5%	8%	i	0.7%	-1%	?
NC(=O)CC(NC(=O)c1ccc(Br)cc1)c1ccc(N2CCN(c3ccccc3)CC2)c([N+](=O)[O-])c1 (stereo not drawn)	-26%	-1.2	2%	?	-22%	i	4.2%	-1%	-7%
CC(C)Cc1ccc(-c2cc3nc(NCc4cccc(Cl)c4)ccn3n2)cc1	·	1.3	·	?	-7%	i	-0.1%	0%	·

# Two compounds from above with just CCT chaperon mod, Nrf2 ARE act and EPAC2 ag.
Compound	CCT chaperon mod	Nrf2 ARE act	EPAC2 ag
COCCN(C(=O)CSc1nc2ccccc2c(=O)n1C(C)COC)c1c(N)n(Cc2ccccc2)c(=O)[nH]c1=O (stereo not drawn)	-0.1	-0.7%	-1%
CCCn1c(=O)c(C(=O)Nc2ncccc2C)c(O)c2ccccc21	0.6	0.7%	-1%

# Later entries:
smiles	Nrf2 inh	CCT chaperon mod	MmCpn inh	TGFb SMAD3 inh	EPAC2 antagonist	Akt phos inh	Nrf2 ARE act	EPAC2 ag	A549 viability
Cc1ccccc1C(OCC(O)CN1CCN(CCO)CC1)c1ccccc1 (stereo not drawn)	-2%	-4.9	0%	-5%	6%	i	2.9%	12%	0%
CCc1cccc(-n2c(=O)c3cccnc3n2CC(=O)Nc2c(C)cc(C)cc2C)c1	17%	·	·	6%	·	·	0.9%	·	1%
Cc1cccc(-c2cnc(C(O)c3cc(C)cc(C)c3)[nH]2)c1 (stereo not drawn)	·	-0.1	·	16%	-10%	i	-0.4%	20%	·
O=S1(=O)N[C@@H](Cc2ccccc2)COc2cc(Br)ccc21	10%	0.0	1%	-4%	-14%	i	-0.3%	5%	-4%
CCN1CCN(c2ccc(NC(=O)c3ccc([N+](=O)[O-])o3)cc2Cl)CC1	10%	-3.4	-2%	?	-8%	i	?	14%	-24%
O=C(c1ccco1)N1CCN(C(=O)c2cc(-c3ccncc3)nc3ccc(Br)cc23)CC1	·	0.2	·	0%	15%	i	0.2%	-2%	-3%
COc1ccc(N/C(N)=N/c2nc(CSc3ccc(Cl)cc3)cc(=O)[nH]2)cc1	-39%	-1.1	-2%	-7%	0%	i	0.3%	4%	4%
CCOC(=O)Cn1nc(-c2ccccc2)c2cnc3ccc(C)cc3c21	10%	-3.2	-9%	-3%	21%	i	4.6%	7%	6%

# (continued)
smiles	Nrf2 inh	CCT chaperon mod	MmCpn inh	TGFb SMAD3 inh	EPAC2 antagonist	Akt phos inh	Nrf2 ARE act	EPAC2 ag	A549 viability
O=C(CC(Sc1ccccc1)c1cccs1)c1ccco1 (stereo not drawn)	10%	-4.4	-5%	-24%	?	i	18µM*	15%	-4%
O=C1c2ccccc2CCc2ccc(Br)cc21	11%	·	-5%	3%	1%	·	5.6%	4%	0%
CCCCCC(=O)N1C[C@@H](O)[C@H](n2cc(C3CC3)nn2)C[C@@H]1c1ccc(Cl)cc1	·	0.3	·	18%	5%	i	3.7%	-10%	·
CCc1cc2c(=O)c(-c3cnn(-c4ccccc4)c3)c(C)oc2cc1OCC(=O)Nc1cccc(C)c1	3%	-2.2	-6%	6%	5%	i	0.1%	-11%	-3%
O=C(Nc1c(C(=O)Nc2cccc(C(F)(F)F)c2)oc2ccccc12)c1cc(=O)c2ccccc2o1	18%	·	·	-25%	·	·	0.2%	·	1%
CCN(CC)CCN1C(=O)c2ccccc2NC1c1cccc(F)c1 (stereo not drawn)	?	0.5	-4%	-3%	20%	i	2.2%	8%	12%
COc1ccc(CCNC(=O)C2CCN(S(=O)(=O)c3ccc(OC)cc3)CC2)cc1	-22%	1.5	0%	?	-4%	i	0.4%	6%	0%
O=C(Nc1ccccc1F)c1cc(S(=O)(=O)N2CCCCC2)cs1	-6%	-3.4	1%	9%	5%	i	-0.7%	2%	-5%

# (listing goes on)
smiles	Nrf2 inh	CCT chaperon mod	MmCpn inh	TGFb SMAD3 inh	EPAC2 antagonist	Akt phos inh	Nrf2 ARE act	EPAC2 ag	A549 viability
CCN(CC)S(=O)(=O)c1ccc2c(c1)c(=O)c(C(=O)N1CCN(c3ccccc3)CC1)cn2C	-40%	0.1	-1%	0%	4%	i	0.1%	14%	?
COc1ccccc1NS(=O)(=O)c1cccc(NC(=S)NCCN2CCOCC2)c1	-9%	-0.4	0%	18%	-1%	i	-0.1%	-1%	-3%
O=C(NCc1ccc(Cl)cc1)C(=O)NCC1CCCN1S(=O)(=O)c1cccs1 (stereo not drawn)	-12%	-1.6	-4%	-18%	5%	i	0.5%	5%	3%
CC(C)N(C(=O)CSc1nnc(NC(=O)c2ccco2)s1)C(C)C	20%	-0.5	3%	1%	-8%	i	0.3%	7%	11%
C/C(=N\NC(=O)CCc1ccccc1)C1C(=O)c2ccccc2C1=O	?	0.2	1%	?	16%	i	-0.3%	2%	-19%
CCc1nn(C(C)C(=O)NC2CCCCCC2)c(=O)c2cc3occc3n12 (stereo not drawn)	11%	0.3	1%	-9%	-9%	i	0.0%	3%	1%
Cc1cc(C)cc(NC(=O)C(Sc2nnc(C)c(=O)[nH]2)c2ccccc2)c1 (stereo not drawn)	-1%	-1.8	-3%	-4%	13%	i	-0.2%	18%	8%
C=CCn1c(=O)c2ccc(C(=O)NCc3ccccc3)cc2n(Cc2ccccc2Cl)c1=O	2%	-0.3	3%	0%	-3%	i	-0.6%	-13%	8%

# By substructure, the entries above with a nitro group on carbon (2)
smiles	Nrf2 inh	CCT chaperon mod	MmCpn inh	TGFb SMAD3 inh	EPAC2 antagonist	Akt phos inh	Nrf2 ARE act	EPAC2 ag	A549 viability
NC(=O)CC(NC(=O)c1ccc(Br)cc1)c1ccc(N2CCN(c3ccccc3)CC2)c([N+](=O)[O-])c1 (stereo not drawn)	-26%	-1.2	2%	?	-22%	i	4.2%	-1%	-7%
CCN1CCN(c2ccc(NC(=O)c3ccc([N+](=O)[O-])o3)cc2Cl)CC1	10%	-3.4	-2%	?	-8%	i	?	14%	-24%

# More records
smiles	Nrf2 inh	CCT chaperon mod	MmCpn inh	TGFb SMAD3 inh	EPAC2 antagonist	Akt phos inh	Nrf2 ARE act	EPAC2 ag	A549 viability
Cc1ccccc1NC(=O)Cn1nnc(-c2ccc(CN3CCC(C)CC3)cc2)n1	-1%	-1.0	-1%	-25%	3%	i	1.8%	4%	-16%
O=C(c1cnccn1)N1CCN(S(=O)(=O)c2ccc3ccccc3c2)CC1	-4%	1.5	?	-11%	12%	i	0.1%	4%	6%
CCCCN1CC(=O)N2[C@@H]3c4cc(OC)ccc4OC[C@@H]3[C@H](C(=O)OCC)[C@]2(C)C1=O	3%	0.6	·	-12%	6%	i	-0.7%	-1%	-5%
Cc1cccc(CCNC(=O)CCc2c(C)nc3c(-c4ccc(F)cc4)c(C)nn3c2C)c1	-21%	·	·	-17%	·	·	0.1%	·	-23%
O=C(CSc1ccc2c(c1)OCCO2)NCc1ccccc1	1%	-0.3	0%	-9%	2%	i	-0.8%	-4%	0%
Cc1cccc(N(C)Cc2nnc(-c3cccc(Br)c3)o2)c1	?	-0.6	-10%	-2%	-8%	i	-0.1%	7%	-1%
C#CCNC(=O)C1=C[C@H](C)C[C@H](OCc2ccc(CO)cc2)O1	-8%	-1.7	·	?	-5%	i	1.1%	9%	-2%
Cc1cccc(-n2ncc(C(=O)Nc3ccc4c(c3)OCO4)c2C2CCN(C(=O)OC(C)(C)C)CC2)c1	6%	·	·	?	·	·	3.3%	·	0%

# The list continues:
smiles	Nrf2 inh	CCT chaperon mod	MmCpn inh	TGFb SMAD3 inh	EPAC2 antagonist	Akt phos inh	Nrf2 ARE act	EPAC2 ag	A549 viability
CCN(CC)CCNc1cc(C)c(C#N)c2nc3ccccc3n12	5%	1.4	-1%	8%	-15%	i	3.6%	1%	-1%
CCN(CC(=O)Nc1c(F)cccc1F)C(=O)CNC(=O)c1sc2ccccc2c1Cl	1%	1.2	-19%	-8%	4%	i	-0.5%	-2%	0%
c1ccc(COc2ccc(CNn3cnnc3)cc2)cc1	10%	-1.2	0%	3%	3%	i	0.4%	8%	-6%
CCOC(=O)c1ccc(N2C(=O)c3n[nH]c(-c4cccs4)c3C2c2ccc(CC)cc2)cc1 (stereo not drawn)	16µM*	·	·	0.89µM*	·	·	-3.5%	·	?
C=CCn1c(SCc2ccc(C(=O)OC)cc2)nnc1-c1sc(N)nc1C	-7%	-3.3	2%	-18%	9%	i	-0.5%	11%	15%
CCOCCCNC(=O)C1CC(=O)N(CCc2ccccc2)C1 (stereo not drawn)	11%	0.9	0%	15%	-2%	i	-0.3%	3%	14%

# Only part of the results is shown; count on the stated rates, not on these rows.
